Assay outcomes deposited in PubChem BioAssay by National Center for Advancing Translational Sciences (NCATS).
NPC1 promoter act = activators of NPC1 promoter; Huh7 NPC1 promoter luciferase reporter, 24 h; Potency, µM (doses to about 9.22 µM), without a hit: at the highest dose activation, hits mostly activators; 320,000 tested, 2.4% active;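 further: potency means the concentration at half of the fitted maximal effect; % of control where 0% means no effect; nearly all actives have a fitted effect of over 60% in size; reporter is driven by a mutant NPC1 promoter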
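Luminescence from an NPC1 promoter-driven luciferase reporter in stably transfected Huh7 cells was measured after 24 h compound treatment at 37 °C, followed by 10 min ambient incubation with luciferase detection reagent.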
Rab9 prom act = activators of Rab9 promoter. AID 485297. Huh7 Rab9 promoter-luciferase reporter, luminescence, 24 h. 320,000 tested, 2.8% active. Potency, µM (top dose mostly 9.22 µM), without a hit: top-dose activation, negative = inhibition, usual class: activators; further: potency means the concentration at half of the fitted maximal effect; % of control where 0% means no effect; nearly all actives have a fitted effect of over 60% in size
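Huh7 cells stably carrying Rab9 promoter–luciferase reporter, plated 1500 cells/well, compound added after 2 h and incubated 24 h at 37 °C; luciferase luminescence then read after 10 min with detection reagent.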
ELG1 genotoxic = inducers of genotoxicity in HEK293T ELG1-luciferase cells; HEK293T ELG1-luciferase reporter, luminescence, 16 h; Potency, µM (highest dose often 46 µM), without a hit: top-dose activity change, positive = activation, actives largely listed as activators; 330,000 tested, 1.3% active; further: potency means the concentration at half of the fitted maximal effect; % of control where 0% means no effect; nearly all actives have a fitted effect of over 60% in size
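HEK293T cells expressing luciferase-tagged ELG1 were exposed to compound or DMSO vehicle for 16 hr at 37 °C and 5% CO2. Luciferase activity was then measured with ONE-Glo after 30 min at room temperature.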
p53 reactivator = mutant p53 re-activation in reporter cells. H1299 p53-A138V BP100-luciferase reporter, luminescence, 24 h. Potency, µM (series often up to 92.2 µM), without a hit: at the highest dose activity change, positive = activation, actives largely listed as activators. 320,000 tested, 0.063% active; further: potency means the concentration at half of the fitted maximal effect; % of control where 0% means no effect; nearly all actives have a fitted effect of over 45% in size
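H1299 (p53-null), stable ts p53-A138V + BP100-Luc; 1000 cells/well, Opti-MEM/10% FBS; cpd 4 pt, 1:5; 24 h, 37 deg C, 5% CO2; detection reagent 10 min RT; luminescence.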
VP16 counter = Gal4-VP16 reporter inhibition counter-screen; Drosophila S2 Gal4-VP16 UAS-luciferase, luminescence, 20 h; Potency, µM (titrated, usually from 53.6 µM), without a hit: top-dose activity, negative = inhibition, usual class: inhibitors; 310,000 tested, 3.5% active; AID 2546;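 further: Gal4-VP16 expression switched on by copper sulfate through the metallothionein promoter; potency means the concentration at half of the fitted maximal effect; on the % scale 0 is the no-effect control and ±100 the full control effect; nearly all actives have a fitted effect of over 50% in size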
Giardia kill = kills Giardia lamblia. Giardia lamblia trophozoite viability. activity change, % at 7.66 µM, hits read low. 340,000 tested, 0.15% active. AID 540267; in the data active means activity change below about -80%; inconclusive means between about -30% and that limit;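 further: parasites exposed to compound for two days anaerobically before the ATP read; on the % scale 0 is the no-effect control and ±100 the full control effect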
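Each well holds 100 Giardia trophozoites and compound. After two days (48 hrs) at 37 deg C in anaerobic conditions, ATP is quantified by luminescence.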
Menin MLL FP TR = inhibitors of human menin-MLL interaction, mutant MLL peptide; 270,000 tested, 0.23% active; O00255; AID 1768; Menin + Texas Red MLL mutant peptide, fluorescence polarization; Potency, µM (doses to about 61.6 µM), for the others: at the highest dose FP activity change, negative = inhibition, hits mostly inhibitors; active means well fitted inhibition curve with a large enough effect in the polarisation, with a control signal flat, not every such curve was filed as active; inconclusive means small, poorly fitted or top-dose-only effect, or effect the other way, or a change in a side signal; inactive means no such curve, though single readings can be large or run the other way; the % refers to the polarisation; further: potency means the concentration at half of the fitted maximal effect; % of control where 0% means no effect; many of its hits are not listed in these tables
Target sequence (O00255 whole entry, looked up): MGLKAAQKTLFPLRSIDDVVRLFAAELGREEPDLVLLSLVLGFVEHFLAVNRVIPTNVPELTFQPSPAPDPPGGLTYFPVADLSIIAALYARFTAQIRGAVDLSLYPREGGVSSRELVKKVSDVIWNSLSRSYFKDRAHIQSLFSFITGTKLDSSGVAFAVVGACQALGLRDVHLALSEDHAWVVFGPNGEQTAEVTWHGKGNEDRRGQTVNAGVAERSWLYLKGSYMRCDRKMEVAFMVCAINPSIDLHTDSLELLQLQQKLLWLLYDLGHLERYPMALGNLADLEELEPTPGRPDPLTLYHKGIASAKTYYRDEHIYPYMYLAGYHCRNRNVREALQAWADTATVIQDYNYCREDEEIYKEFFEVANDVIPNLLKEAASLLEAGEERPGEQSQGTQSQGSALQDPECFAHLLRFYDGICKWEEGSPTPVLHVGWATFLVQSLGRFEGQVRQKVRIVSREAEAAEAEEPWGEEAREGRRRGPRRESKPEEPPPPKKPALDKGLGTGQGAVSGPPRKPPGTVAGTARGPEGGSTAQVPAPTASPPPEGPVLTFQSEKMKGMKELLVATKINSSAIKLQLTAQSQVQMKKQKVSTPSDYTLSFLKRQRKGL
FLuc modulator = inhibits or activates purified firefly luciferase, miR-21 counter-screen; P08659; purified FLuc, Km substrates, luminescence inhibition; Potency, µM (series often up to 57.5 µM), inactives show at the top dose activity change, negative = inhibition, actives largely listed as inhibitors; 360,000 tested, 6.9% active; AID 588342;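 further: potency means the concentration at half of the fitted maximal effect; plate controls were vehicle for no effect and reference inhibitor for full effect; nearly all actives have a fitted effect of over 55% in size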
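Biochemical qHTS of compounds, final roughly 60 µM downward over six points, against 10 nM purified firefly luciferase using Km concentrations of substrates (10 uM D-luciferin, 10 uM ATP) in Tris acetate pH 7.5 buffer; luminescence output.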
RORgamma inh = blocks mouse ROR gamma transcriptional activity; 310,000 tested, 5.4% active; Drosophila S2 Gal4-RORgamma UAS-luciferase reporter, 20 h; Potency, µM (top dose mostly 53.6 µM), for the others: top-dose activity change, negative = inhibition, usual class: inhibitors; P51450; further: potency means the concentration at half of the fitted maximal effect; on the % scale 0 is the no-effect control and ±100 the full control effect; nearly all actives have a fitted effect of over 60% in size
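In this cell-based reporter format, copper sulfate (700 uM final) drives Gal4–ROR gamma fusion expression from a metallothionein promoter in Drosophila Schneider cells; compounds preincubated 1 hr, reporter read after 20 hr at ambient temperature.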
BRCA1 expr up = activators of BRCA1 expression; MCF7-BRCA1-FFLuc reporter, luminescence, 48 h; response scale: scaled: vehicle 0%, 10 µM genistein 100%; Potency, µM (highest dose often 46.1 µM), inactives show at the top dose activation, most hits filed as activators; 380,000 tested, 1.1% active; AID 624202; further: potency means the concentration at half of the fitted maximal effect; nearly all actives have a fitted effect of over 80% in size; some results filed as inactive show a strong effect at the top dose
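Reporter cells (MCF7, BRCA1 promoter-firefly luciferase) received library compounds across a concentration series for 48 h. End-point luminescence was measured and concentration-effect curves derived after normalization.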
PKM2 act = activators of human pyruvate kinase M2. purified PKM2, Kinase-Glo ATP luminescence, activation; response scale: 0% is enzyme alone, no compound. 260,000 tested, 0.34% active. Potency, µM (series often up to 57.5 µM), for inactives: at the top dose activation, actives largely listed as activators. P14618; further: potency means the concentration at half of the fitted maximal effect; on the % scale 0 is the no-effect control and ±100 the full control effect; nearly all actives have a fitted effect of over 55% in size
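ATP formation by purified human PK-M2, quantified via coupled luciferase luminescence after 1 h at room temperature with 0.1 mM ADP and 0.5 mM PEP final.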
Active calls of the source: *; u = inconclusive; x = no result given; & = joins results of further samples; [ ] = dose if it differs, or a comment. Unless noted, the call rests on the fitted dose curve; in most records, active means well fitted curve in the direction sought with a large enough effect; inconclusive means small, poorly fitted or top-dose-only effect, or another doubt; inactive means no such curve, though single readings can be large; an effect the other way counts as inactive or inconclusive.

SMILES | NPC1 promoter act | Rab9 prom act | ELG1 genotoxic | p53 reactivator | VP16 counter | Giardia kill | Menin MLL FP TR | FLuc modulator | RORgamma inh | BRCA1 expr up | PKM2 act
CN1CCN(c2ccc(NS(=O)(=O)c3ccc(Cl)cc3)cn2)CC1 | -7% | 14% | -10% | -3% | 1% | -1 | -2% | 0% | 54% | 9% | -6%
Cc1nnc(SCC(=O)NC2CCCCC2)n(N)c1=O | 7% | -8% | 1% | 5% | -16% | 2 | x | 0% | -20% | 15% | 1%
Cc1ccc2cn[nH]c2c1NC(N)=S | -2% | 3% | u | 5% | -14% | -12 | -5% | u | 8% | -23% | 4%
CC(=O)Nc1cccc(NC(=O)CSc2nnnn2C)c1 | -1% | 4% | 5% | 6% | 5% | x | 2% | 2% | -17% | x | -9%
O=C(COC(=O)c1ccc(Cl)nc1)NC(=O)c1ccccc1 | -1% | 0% | 5% | 20% | -9% | -11 | x | -5% | -1% | 14% | -3%
CC1(C(=O)O)CCC(C(=O)NNC(=O)c2ccccc2O)C1(C)C (configuration not stated) | 1% | -1% | 0% | 1% | -1% | 4 | 14% | 0% | 8% | 5% | x
O=C(Cc1ccccc1)NC1CCN(S(=O)(=O)c2cccc(F)c2)CC1 | -3% | 3% | -3% | 2% | -2% | 1 | -5% | 1% | -13% | -4% | 28µM*
CCC1=NN(C(=O)Cc2ccc(OC)c(OC)c2)C(O)(C(F)(F)F)C1 (configuration not stated) | 0% | -5% | 3% | 0% | u | 1 | -7% | 5% | 16µM* | -18% | 3%
COc1ccc(N2C(=O)c3ccccc3C2O)cc1 (configuration not stated) | 26% | u | u | -7% | -11% | -13 | 0% | u | 3% | 85% | -16%
COCC(=O)N1CCC(Oc2ccc(C(=O)N(C)C(C)c3ccon3)cc2)CC1 (configuration not stated) | 1% | 0% | 11% | 11% | -3% | 20 | -1% | 0% | 5% | -13% | 2%
Cc1nnc(NC(=O)C2c3ccccc3Oc3ccccc32)s1 | -3% | -3% | 4% | -8% | 4% | -8 | -1% | 1% | -20% | -17% | -8%
CN(C)S(=O)(=O)c1cccc(NC(=S)NC2CCCCC2)c1 | -3% | -7% | -2% | -2% | 12% | 35[activator] | -2% | 0% | -40% | -1% | -4%
Cc1cc2c(SCC(=O)N3CCN(c4ccccc4)CC3)ncnc2s1 | -3% | -3% | -7% | -3% | x | 5 | x | 5% | x | -38% | x
CCOC(=O)C1=C(C)NC(=S)NC1c1ccco1 (configuration not stated) | -5% | -2% | 0% | 8% | -4% | 17 | x | 1% | -39% | -10% | 2%
CCOc1ccc(CCNS(=O)(=O)c2ccc3c(c2)N(C(C)=O)CCO3)cc1OCC | 0% | -4% | -2% | -2% | -4% | 16 | -1% | 6% | -12% | -2% | 1%[0.46 µM]

Taken from above:
`CC(=O)Nc1cccc(NC(=O)CSc2nnnn2C)c1` | VP16 counter: 5%
`CN(C)S(=O)(=O)c1cccc(NC(=S)NC2CCCCC2)c1` | NPC1 promoter act: -3%

(continued)
SMILES | NPC1 promoter act | Rab9 prom act | ELG1 genotoxic | p53 reactivator | VP16 counter | Giardia kill | Menin MLL FP TR | FLuc modulator | RORgamma inh | BRCA1 expr up | PKM2 act
Cc1ccc(-c2nc(CS(=O)(=O)CC(=O)NCc3cccc(F)c3)c(C)o2)cc1 | 0% | 1% | 1% | 13% | -4% | 11 | u | 3% | -6% | -14% | 3%
NS(=O)(=O)c1ccc(NC(=S)Nc2ccc(C(=O)N3CCCCC3)cc2)cc1 | -4% | 2% | -2% | -4% | 2% | -10 | -2% | 2% | 30% | -6% | -2%
COc1ccc(OC)c(N2C(=O)c3cccnc3C2=O)c1 | 2% | 4% | -5% | -13% | -2% | 22 | 24% | 0% | -21% | 6% | 1%
O=C(CSc1ccccc1)Nc1nccs1 | 14% | u | 7% | 24% | 10% | -24 | 0% | -16% | -35% | 20% | 0%
COc1ccc(-c2cc(C(=O)NCCCN3CCOCC3)on2)cc1OC | 2% | -7% | 10% | 6% | 6% | -13 | x | -5% | -9% | 9% | x
COCCNC(=O)c1ccc2c(c1)NC(=O)CS2 | -2% | -1% | -3% | -3% | -14% | 7 | -9% | 0% | 2% | -15% | 0%
CN(C)/C=N/c1c(C#N)cnn1C | -3% | -2% | -1% | -1% | -4% | 11 | 9% | 1% | -10% | 9% | -7%
Cc1onc(-c2ccccc2)c1C(=O)Nc1ccccc1NC(=O)c1c(-c2ccccc2)noc1C | -3% | 0% | -12% | 13% | -7% | 7 | x | -1% | -20% | -24% | -3%
Cc1oc(-c2ccccc2F)nc1CS(=O)(=O)CC(=O)NC1CCCC1 | -3% | -1% | 7% | -2% | 3% | -17 | -3% | -1% | -4% | -26% | 6%
CCOC(=O)c1ccc(N2CCN(C(C)=O)CC2)c(NC(=O)c2cccnc2)c1 | -2% | -2% | -1% | -2% | -12% | -5 | -13% | 3% | u | 2% | -1%
c1ccc(-c2nnsc2-c2ncc[nH]2)cc1 | 0% | 0% | -9% | 2% | -6% | -7 | 7% | 0% | -15% | 11% | 2%
Fc1ccc(CSc2nnc(-c3ccco3)o2)cc1 | u | u | 15% | 16% | -15% | 11 | x | u | 0% | u | -9%
CCC(C(=O)Nc1ccc(C(=O)O)cc1NC(=O)C(CC)c1ccccc1)c1ccccc1 (configuration not stated) | -2% | 0% | -1% | 7% | 7% | -24 | 26% | 0% | 19% | 17% | -3%
O=C(CNC(=O)Cc1ccccc1)NCC(=O)OCC(=O)c1cccc2ccccc12 | -2% | 2% | -1% | -3% | 0% | 14&20 | x | -2% | 4% | -3%&3% | -5%
CCOc1cccc(-c2c(C(=O)N/N=C/c3c(F)cccc3Cl)nnn2-c2nonc2N)c1 | -7% | -5% | 0% | -6% | -4% | 1 | x | -12% | -2% | -16% | x
Brc1ccc(-c2noc(CCc3ccccc3)n2)o1 | 19% | 19% | 15% | u | 16% | -9 | 4%[11.7 µM] | 24µM* | 35% | u | 0%
CCOC(=O)c1ccc(-c2ccc(C(=O)Nc3cccnc3)o2)cc1 | u | 2.2µM* | -4% | 10% | -6% | 10 | 12% | 15µM* | u | 24% | 11%
CC1(C)O[C@H]2OC([C@H](O)CON3C(=O)c4ccccc4C3=O)[C@H](O)[C@H]2O1 (some centres not stated) | -10% | -14% | 9% | 8% | -5% | -11 | u | 5% | u | -2% | -3%
O=C1C(Cl)=C(NCCCO)C(=O)c2ccccc21 | 1% | -9% | -10% | -14% | u | u | 3% | -19% | 11µM* | -85% | -4%
CCN1CCN(c2ccc(S(=O)(=O)N3CCCCC3)cc2NC(=O)c2cc3ccccc3o2)CC1 | -4% | -2% | -9% | 2% | x | -3 | x | 5% | x | -18% | x
O=C(O)c1ccccc1-c1ccccc1C(=O)Nc1nc2ccccc2s1 | -5% | -2% | 4% | 3% | -17% | 16 | x | 0% | u | -2% | 3%
CCCc1cc(=O)[nH]c(SCC(=O)N(C)CC(=O)Nc2ccc(C)cc2)n1 | -1% | -1% | 2% | 9% | 4% | -5 | -1% | 0% | 11% | -1% | 3%
CNS(=O)(=O)c1cc(NC(=O)c2cncn2-c2ccccc2)ccc1C | -4% | -3% | 12% | -12% | -1% | 16 | -20% | -2% | 29% | 11% | x
Cn1c(SCC(=O)Nc2ccc3cn[nH]c3c2)nnc1-c1cccs1 | 6% | -1% | -1% | 1% | 0% | 7 | 9% | 1% | 3% | u | 0%
Cc1ccc(CNC(=O)C2CCN(S(=O)(=O)c3c(C)noc3/C=C/c3ccco3)CC2)cc1 | -15% | -26% | 0% | 5% | 10% | -17 | u | 1% | -26% | -26% | u
c1cc2nc(C34CC5CC(CC(C5)C3)C4)[nH]c2cn1 | -1% | 0% | -2% | -10% | -8% | -1 | -7% | u | 13% | -6% | -2%
COc1cccc(C2C(C#N)=C(N)Oc3cc(C)n(Cc4ccco4)c(=O)c32)c1 (configuration not stated) | 3% | 4% | 6% | 6% | -4% | 0 | 8% | -7% | -22% | -4% | 26%
FC(F)Oc1ccc(-c2csc(NNC3=NCCCCC3)n2)cc1 | 1% | -5% | 5% | -1% | 4% | 14 | 5% | u | u | -94%[inhibitor] | -3%
COc1cc(OC)cc(C(=O)N2CC(=O)Nc3ccccc32)c1 | -20% | -17% | u | x | -16% | -17 | 2% | 0% | -3% | -82% | -1%[11.5 µM]
N/C(COc1cccc(Cl)c1)=N\O | -2% | 1% | 0% | 0% | 7% | -1 | x | -6% | 2% | 14% | -12%

A portion of the library, so the mix of outcomes need not match the whole.
